NF-kB neuron act: NF-kB expression increase, human neuronal cells; NF-kB reporter expression; active compounds read high; fold change at 12.5 µM; 1.6% of 190,000 active; AID 1239; in the data active = fold change above about 3.3
STAT1 activator: STAT1 signaling activation. 2.6% of 200,000 active. AID 932. NIH 3T3 STAT1-luciferase reporter, IFN-gamma, luminescence; 100% = IFN-gamma alone, no compound. activation (% of control), % at 5.5 µM;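 active = activation above the screen-wide mean activation plus 3 SD, cut at about 130% in these data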;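 also: raw ratio to IFN-gamma control signal so 100% means no change and 0% no light; values of inactives mirror those of a sister screen read the other way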
Diaphorase inh: diaphorase inhibition or chemical oxidation counter-screen | diaphorase resazurin-to-resorufin fluorescence, NADH, 16 min; bacterial (C. kluyveri) enzyme, not human | inhibition, % at 20 µM | 0.69% of 190,000 active;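 active = primary screen inhibition at 20 µM above a set limit, cut at about 50% in these data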;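 also: plate controls were DMSO with full reaction for no effect and wells lacking NADH for full effect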
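System: Diaphorase enzyme from Clostridium kluyveri | Amount: Enzyme working solution with 0.14 U/mL diaphorase | Benchmarks: No-NADH positive control and DMSO neutral control | Signal: Fluorescence of resorufin formed from resazurin, Ex 544/Em 590 nm | Schedule: 16-min room-temperature incubation before reading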
FLuc stim CS: firefly luciferase counter-screen for stimulation assays | P08659 | ATPlite luciferase biochemical, luminescence, 10 min; 0 = ATP-free wells, 1 = DMSO control | activation factor at 10 µM | 200,000 tested, under 10 active;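 active = luciferase activation factor, scaled between plate controls, of at least 2 with compound at 10 µM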
Target sequence (P08659 whole entry, looked up): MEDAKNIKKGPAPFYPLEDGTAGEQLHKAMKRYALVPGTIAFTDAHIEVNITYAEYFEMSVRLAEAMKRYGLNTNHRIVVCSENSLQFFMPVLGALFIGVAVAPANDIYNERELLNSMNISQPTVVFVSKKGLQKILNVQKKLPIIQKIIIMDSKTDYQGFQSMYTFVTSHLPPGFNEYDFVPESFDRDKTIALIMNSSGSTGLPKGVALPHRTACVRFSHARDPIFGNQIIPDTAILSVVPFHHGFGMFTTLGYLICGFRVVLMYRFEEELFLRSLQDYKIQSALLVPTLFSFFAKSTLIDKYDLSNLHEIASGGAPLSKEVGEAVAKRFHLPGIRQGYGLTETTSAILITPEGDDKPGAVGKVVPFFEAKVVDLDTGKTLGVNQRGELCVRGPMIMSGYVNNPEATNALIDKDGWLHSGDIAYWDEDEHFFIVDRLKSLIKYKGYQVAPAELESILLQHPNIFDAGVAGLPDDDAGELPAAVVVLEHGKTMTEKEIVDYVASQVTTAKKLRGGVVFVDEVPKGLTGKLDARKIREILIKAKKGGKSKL
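assay system = Luciferase/luciferin detection reagent, cell-free biochemical luciferase assay | also added = ATP substrate | times = 10 min post-reagent at room temperature | measured by = luminescence from luciferase reaction | measure = luciferase activation, seen as luminescence increase over controls | benchmarks = low control with PBS replacing ATP, high control enzyme plus ATP without compound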
Diaph act CS: activates diaphorase or chemically reduces, flagging diaphorase assay artifacts; Diaphorase/resazurin coupled assay, resorufin fluorescence, 16 min; active compounds read high; 1 = vehicle wells, 0 = NADH-free wells; activation factor at 20 µM; 0.005% of 190,000 active; AID 1229;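 active = diaphorase activity raised at least twofold by the compound at 20 µM; inactive = activation factor below 2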
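Test system: Clostridium kluyveri diaphorase, purified enzyme; input: enzyme 0.07 U/mL final; buffer or medium: 50 mM HEPES pH 7.4 with 4.542 mM MgCl2, 0.005% Tween 20; also added: 0.114 mM NADH and 0.1 mM resazurin, final amounts; schedule: 16 min enzyme reaction, ambient temperature; technique: fluorescence of resorufin, 544 nm excitation, 590 nm emission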
TLR4-MyD88 BLA: TLR4-MyD88 interaction inhibition in cells; O00206+Q99836; HeLa CL3-4 TLR4/MyD88 BLA complementation, FRET ratio; inhibition, % at 8.4 µM; 0.18% of 200,000 active; in the data active = inhibition above about 25%;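 also: 0% = vehicle and 100% = reference inhibitor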
G6PDH counter: inhibits Leuconostoc G6PDH, flagging false hits in G6PDH-based assays. inhibition, % at 5 µM. Purified L. mesenteroides G6PDH, diaphorase/resazurin coupled fluorescence, 45 min. 0.12% of 200,000 active; in the data active = inhibition above about 50%
APP 5UTR inh: APP translation inhibition; SH-SY5Y APP 5'UTR-luciferase reporter, luminescence; inhibition, % at 2 µM; 0.82% of 190,000 active; AID 1285;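 active = inhibition above a set limit, derived from the sample mean plus 3 SD, cut at about 45% in these data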; also: values of inactives mirror those of a sister screen read the other way
FLuc inh counter: counter-screen for luciferase assay inhibitors: firefly luciferase inhibition; inhibition, % at 10 µM; 1.5% of 200,000 active; ATPLite firefly luciferase biochemical luminescence, 10 min; AID 1006; P08659;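 active = inhibition above about 50% when tested at 10 µM, limit read from the data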
APP 5'UTR act: APP 5'UTR luciferase reporter activation; AID 1276; activation, % at 2 µM; 1% of 190,000 active; SH-SY5Y APP 5'UTR luciferase reporter, luminescence; zero percent = DMSO vehicle wells;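 active = activation above a set limit, based on mean plus 3 SD of controls, cut at about 140% in these data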; also: values of inactives mirror those of a sister screen read the other way
Numbers without * were called inactive; x = not tested or not shown.

SMILES	NF-kB neuron act	STAT1 activator	Diaphorase inh	FLuc stim CS	Diaph act CS	TLR4-MyD88 BLA	G6PDH counter	APP 5UTR inh	FLuc inh counter	APP 5'UTR act
COc1ccc(C(=O)NNC(=O)Cn2nnc(-c3ccc(OC)c(OC)c3)n2)cc1	1.1	99	0	1	1	-7	-1	5	-2	-5
Cc1cc(NC(=O)c2cc(-c3ccc4c(c3)OCO4)on2)n(-c2ccccc2)n1	0.95	103	-10	1	1.1	-16	0	-2	4	2
Cc1nn(-c2ccccc2)c(=S)c2ccccc12	1.1	92	4	1	1	12	3	9	-1	-9
Fc1ccc(NC(=S)NC23CN4CN(CN(C4)C2)C3)cc1	1.1	106	15	1	0.9	-9	7	-6	-3	6
COCCn1c(CCC(=O)O)ccc1-c1cccs1	1.1	104	10	1.1	0.9	-4	0	3	-7	-3
COc1ccc(/C=N/OC/C(O)=C(\C#N)c2nc3ccccc3[nH]2)cc1	1.1	101	5	1.1	1	11	4	2	-6	-3
CC(=O)c1ccccc1OCCCN1CCCCC1	0.95	109	-5	1	1	-1	2	22	-4	-23
CCc1ccc(OCC(=O)NC(NC(=S)Nc2ccc(Cl)cc2)C(Cl)(Cl)Cl)cc1 (centres undefined)	1	99	0	1.1	1	-17	5	13	-10	-13
Cc1cc2ccccc2n1CCNC(=O)c1ccc(Br)o1	1.1	106	19	1	0.8	-2	-5	-24	0	24
O=C(CSc1ncccc1C(=O)O)c1ccccc1F	1	100	6	1	0.9	7	4	0	-2	0
Cc1ccc(NC(=O)OCC(F)(F)C(F)F)cc1NC(=O)OCC(F)(F)C(F)F	0.86	101	10	1.1	0.9	1	13	3	-9	-3
Cc1cc(=O)oc2cc(OCC(=O)NCc3cccnc3)ccc12	1	99	13	1.1	0.9	-6	3	6	-6	-6
C=CCOc1cccc(CNn2nnnc2N)c1	1.1	101	-4	1	1	-3	12	11	-4	-11
CCOc1ccc2nc(NC(NC(=O)CC)(C(=O)OC)C(F)(F)F)sc2c1 (centres undefined)	0.96	99	16	1	0.8	-4	1	-6	-4	6
CCOC(=O)C1CCN(CCC(=O)Nc2cccc(C)c2)CC1	1	99	22	1	0.8	-15	20	-39	-2	39
O=C(NCCCN1CCOCC1)c1ccc(CS(=O)(=O)Cc2ccccc2Cl)o1	1.1	99	-8	1	1.1	-8	9	37	-3	-37
O=C(CSc1ncnc2sc(-c3ccccc3)cc12)NC1CCS(=O)(=O)C1 (centres undefined)	1.1	92	6	0.9	0.9	-4	-5	0	12	0
C(=Nc1ccc(Nc2ccccc2)cc1)c1ccc2ccccc2c1	1.1	107	-10	0.9	1.1	-5	-3	33	6	-33
C=CCOc1ccc2c(c1)C(=NO)c1cc(OCC=C)ccc1-2	1.5	104	13	1.1	0.9	0	0	-12	-6	12
COc1ccccc1C(=O)N1CCN=C1c1ccccc1	1.6	100	7	1	0.9	4	24	-25	0	25
CCOC(=O)CC1C(=O)NCCN1Cc1cccc(C(F)(F)F)c1 (centres undefined)	1.1	97	9	1.1	0.9	-8	15	2	-8	-2
CCNC(=O)COC(=O)c1cc(=O)[nH]c2ccccc12	1.2	97	4	1.1	1	0	6	1	-8	-1
O=C(N/N=C/c1cc(Br)ccc1O)C(c1ccncc1)N1CCOCC1 (centres undefined)	1.4	102	20	1.1	0.8	-3	2	2	-6	-2
Cc1c(C(=O)OCC(=O)Nc2ccc(C(N)=O)cc2)cccc1[N+](=O)[O-]	1.1	98	4	1	1	1	2	0	-2	0
CC12CCCCN1CCCc1c2[nH]c2ccccc12 (centres undefined)	0.91	105	8	1.1	0.9	17	4	4	-7	-4

Next section
SMILES	NF-kB neuron act	STAT1 activator	Diaphorase inh	FLuc stim CS	Diaph act CS	TLR4-MyD88 BLA	G6PDH counter	APP 5UTR inh	FLuc inh counter	APP 5'UTR act
CC(=O)Nc1cccc(Oc2ncnc3scc(-c4ccccc4)c23)c1	0.51	92	13	1	0.9	2	-4	17	-5	-17
C=CCc1c(C)[nH]c2ccc(C)cc2c1=O	1.4	98	-1	1	1	-3	-2	-34	1	34
COC(=O)c1ccccc1NC(=O)N1CCN(c2ccc(OC)cc2)CC1	1.2	104	7	1.1	0.9	-14	9	-16	-6	16
C/C=C(\C)C(=O)NCCN1C2=NC[C@H](Cc3ccc(O)cc3)N2C[C@H]1Cc1ccc(O)cc1	1	101	-10	1	1.1	0	-1	-11	0	11
COc1ccc(CCN(Cc2cccs2)S(=O)(=O)c2ccc(-n3cnnn3)cc2)cc1OC	0.86	99	x	x	x	-4	x	1	x	-1
CCCC(=O)Nc1ccc(C(=O)NNC(=O)c2cccs2)cc1	1.1	97	8	1.1	0.9	4	-3	5	-10	-5
CCC1CCc2c(sc(NC(=O)c3ccco3)c2C(N)=O)C1 (centres undefined)	2.6	131*	24	0.6	0.8	-4	2	-84	35	84
O=S(=O)(c1ccc(Br)s1)n1cccn1	0.97	101	22	1.1	0.8	-1	1	-4	-6	4
OC(CN1CCN(c2ccccn2)CC1)Cn1c2ccc(Cl)cc2c2cc(Cl)ccc21 (centres undefined)	0.78	92	16	1	0.8	1	5	10	-1	-10
O=[N+]([O-])c1ccc2c(c1)C(O)n1ncnc1S2 (centres undefined)	1.1	101	-3	1.1	1	-5	4	6	-8	-6
CCNc1nc(NCC)n2c(SC(C(=O)Nc3cc(Cl)cc(Cl)c3)c3ccccc3)nnc2n1 (centres undefined)	1.1	106	-4	1	1	11	4	19	-3	-19
CCOc1ccc(OCCSc2nc(-c3ccccc3)cc(=O)[nH]2)cc1	1.1	103	6	1	0.9	-1	3	-12	-4	12
CCN(CC)S(=O)(=O)c1ccc(NC(=O)COC(=O)CCc2cc(OC)c(OC)c(OC)c2)cc1	1.2	88	14	1.1	0.9	-13	1	12	-12	-12
Cc1nn(-c2ccc(Cl)cc2)c2sc(C(=O)N3CCN(c4ccccn4)CC3)cc12	0.99	92	20	1.1	0.8	9	-51	-1	-5	1
COc1ccc(OC)c2[nH]c(=O)c(CCNC(=O)c3ccc(S(=O)(=O)N4CCCC4)cc3)cc12	0.52	96	51*	1	0.5	14	5	2	-5	-2
Cc1cccc(NC(=O)NNC(=O)c2c(Cl)c(C)nn2C)c1	1.1	96	-7	1	1.1	4	-1	7	-4	-7
CC(=O)Nc1sc(NC(=O)c2ccccc2)nc1-c1cccs1	0.93	90	6	1.1	0.9	4	10	8	-6	-8
CCN(CC)c1ccc(/C=N/N2C(=O)c3ccccc3C2=O)c(O)c1	1	97	-18	1	1.2	-8	12	3	1	-3
CC(C)n1c(Oc2ccc(F)cc2)nc2c1c(=O)n(C)c(=O)n2C	1.1	92	6	1	0.9	17	13	0	-4	0
CC(NC(=O)C1CCN(S(=O)(=O)c2cnc[nH]2)CC1)c1ccccc1 (centres undefined)	1.2	105	12	1.1	0.9	-14	2	6	-8	-7
Nc1ccc(C(=O)Nc2ccccc2C(=O)O)cc1	1.1	98	6	0.5	0.9	-20	-6	-7	54*	7
CC(NC(=O)COC(=O)c1ccco1)c1ccccc1 (centres undefined)	1.1	100	11	1	0.9	-7	4	-4	-4	4
COc1cc(-c2nc(-c3ccncc3)no2)cc(OC)c1OC	0.54	97	-12	1	1.1	-10	2	5	-4	-5
Cc1ccccc1-c1cc(C(=O)Nc2sc(C)c(C)c2C(N)=O)c2ccccc2n1	0.45	89	24	1	0.8	4	5	2	-1	-2
O=C(CN1CCCN(S(=O)(=O)c2ccc(Br)s2)CC1)Nc1ccc(Cl)cc1	0.77	90	20	1	0.8	-9	9	12	-3	-12
CCN(CC)S(=O)(=O)c1ccc(-c2nnc(SCC(=O)N3c4ccccc4CC3C)n2CC)cc1 (centres undefined)	1.1	94	24	1.1	0.8	-3	1	23	-6	-23
COc1ccc(NC(=O)Cc2nnc(N)s2)cc1	0.97	105	10	1	0.9	-3	3	2	0	-2

Grouped by structure: the entries above containing an NH in an aromatic ring
SMILES	NF-kB neuron act	STAT1 activator	Diaphorase inh	FLuc stim CS	Diaph act CS	TLR4-MyD88 BLA	G6PDH counter	APP 5UTR inh	FLuc inh counter	APP 5'UTR act
COc1ccc(/C=N/OC/C(O)=C(\C#N)c2nc3ccccc3[nH]2)cc1	1.1	101	5	1.1	1	11	4	2	-6	-3
CCNC(=O)COC(=O)c1cc(=O)[nH]c2ccccc12	1.2	97	4	1.1	1	0	6	1	-8	-1
CC12CCCCN1CCCc1c2[nH]c2ccccc12 (centres undefined)	0.91	105	8	1.1	0.9	17	4	4	-7	-4
C=CCc1c(C)[nH]c2ccc(C)cc2c1=O	1.4	98	-1	1	1	-3	-2	-34	1	34
CCOc1ccc(OCCSc2nc(-c3ccccc3)cc(=O)[nH]2)cc1	1.1	103	6	1	0.9	-1	3	-12	-4	12
COc1ccc(OC)c2[nH]c(=O)c(CCNC(=O)c3ccc(S(=O)(=O)N4CCCC4)cc3)cc12	0.52	96	51*	1	0.5	14	5	2	-5	-2
CC(NC(=O)C1CCN(S(=O)(=O)c2cnc[nH]2)CC1)c1ccccc1 (centres undefined)	1.2	105	12	1.1	0.9	-14	2	6	-8	-7
